Screens deposited in PubChem BioAssay by Broad Institute.
Pf Dd2 inh: P. falciparum Dd2 growth inhibitors, primary screen, SYBR Green fluorescence, single dose replicates; 94,000 compounds, 2.3% hits; activity change, % at 10 µM; 72 h; hits give low values; in the data active = activity change below about -80%
KDM4C inh: inhibitors of GASC-1 (KDM4C) histone demethylase, primary screen, biochemical, single concentration HTS. GST-KDM4C 2-372, H3K9me3 peptide, LANCE TR-FRET. 96,000 compounds, 0.15% hits. Lysine-specific demethylase 4C (Homo sapiens), Q9H3R0. AID 720574, 2013. inhibition, % at 12.5 µM;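 active = mean replicate inhibition above about 25%, with at least 55% of replicates also reaching it, limit read from the data, passing the limit was not always enough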
Target sequence (Q9H3R0 2-372 limits assumed): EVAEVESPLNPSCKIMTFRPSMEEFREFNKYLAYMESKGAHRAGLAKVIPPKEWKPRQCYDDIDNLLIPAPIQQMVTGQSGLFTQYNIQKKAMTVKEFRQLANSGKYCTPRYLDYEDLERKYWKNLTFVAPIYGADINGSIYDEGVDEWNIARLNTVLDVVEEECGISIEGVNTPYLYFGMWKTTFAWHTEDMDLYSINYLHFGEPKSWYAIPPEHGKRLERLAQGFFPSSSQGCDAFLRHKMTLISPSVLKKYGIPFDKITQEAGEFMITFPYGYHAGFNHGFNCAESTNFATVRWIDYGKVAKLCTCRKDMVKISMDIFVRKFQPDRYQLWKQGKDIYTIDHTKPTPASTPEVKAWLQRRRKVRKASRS
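System – N-terminal GST-fused human GASC-1 (KDM4C) fragment, residues 2-372 · Input – enzyme final amount 10 nM · Technique – LANCE TR-FRET, Eu antibody, ULight-streptavidin, EDTA, ex 340 nm, em 618/671 nm · Medium – HEPES buffer, pH 7.5, plus ascorbate · Incubation – enzyme reaction 30 min, then detection 60 min, both room temperature · Reagent – H3K9me3 peptide with Fe(II)/2OG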
C diff growth: C. difficile growth inhibitors, primary screen, HTS; Clostridium difficile clinical isolate growth, OD600, 24 h; hits give low values; AID 1259249, 2017; growth activity, negative = inhibition, % at 16 µg/mL (by protocol); 86,000 compounds, 0.25% hits;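 active = mean growth activity at or below -80% and every replicate also at or below -80%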;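 also: 0% = DMSO wells and -100% = levofloxacin 16 µg/mL wells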
Tcruzi prolif: T. cruzi intracellular proliferation inhibitors, primary screen, cell-based, beta-gal Tulahuen parasites, NIH3T3 host, luminescence | AID 624255, 2012 | 77,000 compounds, 5.9% hits | inhibition, % at 8.34 µM | T. cruzi beta-gal in NIH3T3, GalScreen luminescence, 90 h;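 active = mean inhibition above about 93%, with at least 55% of replicates each passing it, limit read from the data, passing the limit was not always enough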
Numbers without * were called inactive; . = no result given; & = joins results of further samples.

Letters: A = Pf Dd2 inh; B = KDM4C inh; C = C diff growth; D = Tcruzi prolif
> C[C@H](CO)N1C[C@H](C)[C@H](CN(C)C)Oc2ccc(NC(=O)Nc3cccc4ccccc34)cc2CC1=O
  A: -28.8; B: 0.6; C: -3.8; D: .
> O=C(C1CCC1)N1CC(=O)N2[C@H](CO)[C@@H](c3ccc(C#CCc4ccccc4)cc3)[C@@H]2C1
  A: -85.5*; B: 1.0; C: -9.4; D: .
> C[C@H]1CN([C@@H](C)CO)C(=O)Cc2cc(NC(=O)Nc3cccc4ccccc34)ccc2O[C@H]1CN(C)S(=O)(=O)c1ccccc1
  A: -34.8; B: -4.6; C: 1.9; D: 54.1
> C/C=C/c1ccc([C@H]2[C@@H](CO)N3CCCCN(C(=O)Nc4cc(F)ccc4F)C[C@H]23)cc1
  A: -62.2; B: 2.9; C: 13.7; D: 101.8*
> Cc1ccc(S(=O)(=O)Nc2cccc3c2O[C@H](CN(C)Cc2ccc(C(=O)Nc4ccccc4N)cc2)[C@@H](C)CN([C@H](C)CO)C3=O)cc1
  A: -72.0; B: 3.1; C: 7.8; D: .
> CS(=O)(=O)Nc1ccc2c(c1)[C@H]1C[C@H](CC(=O)NCCN3CCCCC3)O[C@@H](CO)[C@H]1O2
  A: 22.1; B: 6.6; C: -4.4; D: .
> C[C@H](CO)N1C[C@H](C)[C@@H](CN(C)Cc2ccncc2)Oc2ccc(NC(=O)CCCN(C)C)cc2C1=O
  A: 21.5; B: 0.4; C: -1.1; D: -27.4
> COCC(=O)N1[C@@H]2Cn3c(ccc(/C=C/c4ccccc4)c3=O)[C@H]1[C@@H](C(=O)N1CCOCC1)[C@@H]2CO
  A: .; B: 2.0; C: 3.8; D: 39.1
> CC(C)CC#Cc1ccc2c(c1)O[C@@H](CN(C)C(=O)c1cccnc1)[C@H](C)CN([C@H](C)CO)S2(=O)=O
  A: -54.6; B: -2.0; C: -6.5; D: 75.4
> CO[C@H]1CN(C)C(=O)c2cc(NC(=O)C3CC3)ccc2OC[C@H](C)N(C(=O)c2ccccc2F)C[C@H]1C
  A: -35.3; B: 0.1; C: -3.6; D: -15.1
> COc1ccc2c3c([nH]c2c1)[C@H](CO)NCC31CCN(C(=O)Nc2ccc3c(c2)OCO3)CC1
  A: -94.2*; B: -1.9; C: 1.8; D: .
> COCC(=O)N(C)C[C@@H]1Oc2cc(-c3cncnc3)ccc2S(=O)(=O)N([C@H](C)CO)C[C@@H]1C
  A: 42.5; B: -0.3; C: -4.0; D: 27.1
> CCNC(=O)C[C@H]1CC[C@@H]2[C@H](COc3ccc(NC(=O)Nc4cccc(OC)c4)cc3C(=O)N2C)O1
  A: -7.6; B: 2.1; C: -2.8; D: 17.7
> O=C(C[C@H]1CC[C@@H]2[C@H](COC[C@H](O)CN2C(=O)c2ccccc2)O1)NCc1cccc(F)c1
  A: 13.7; B: .; C: .; D: -33.3
> Cc1noc(C)c1S(=O)(=O)Nc1ccc2c(c1)C(=O)N([C@H](C)CO)C[C@H](C)[C@H](CN(C)Cc1ccncc1)OCCCC[C@@H](C)O2
  A: 33.1; B: 12.2; C: -10.2; D: -3.8
> CN1C(=O)c2cc(NS(C)(=O)=O)ccc2OC[C@@H]2O[C@H](CC(=O)NC3CCCCC3)CC[C@H]21
  A: .; B: -2.5; C: -2.3; D: -5.0
> COc1cccc(NC(=O)N(C)C[C@@H]2Oc3ncc(C#Cc4ccncc4)cc3C(=O)N([C@@H](C)CO)C[C@@H]2C)c1
  A: -19.5; B: -3.0; C: -1.5; D: .
> CC(C)NC(=O)N(C)C[C@H]1Oc2ccc(NS(=O)(=O)c3ccc(F)cc3)cc2C(=O)N([C@H](C)CO)C[C@@H]1C
  A: 24.8; B: 0.6; C: 5.4; D: -12.4
> C[C@@H]1CCCCO[C@@H](CN(C)C(=O)Nc2ccc3c(c2)OCO3)[C@H](C)CN([C@H](C)CO)C(=O)c2cc(NC(=O)Nc3cccc4ccccc34)ccc2O1
  A: -11.7; B: -0.9; C: -5.6; D: .
> C[C@@H]1CN([C@@H](C)CO)C(=O)c2cc(NC(=O)NC3CCCCC3)ccc2O[C@H]1CN(C)S(=O)(=O)c1ccccc1
  A: 10.8; B: -0.4; C: -3.6; D: .
> C[C@@H]1CCCCO[C@H](CN(C)S(C)(=O)=O)[C@@H](C)CN([C@H](C)CO)C(=O)c2cc(NS(=O)(=O)c3ccc(F)cc3)ccc2O1
  A: 21.8; B: -0.3; C: -1.3; D: 4.1
> O=C(C1CC1)N1CCCCN2[C@@H](CO)[C@H](c3ccc(C#CC4CCCC4)cc3)[C@@H]2C1
  A: 2.8; B: -1.2; C: -2.5; D: 94.8
> CCCNC(=O)Nc1ccc2c(c1)C(=O)N(C)C[C@H](OC)[C@H](C)CN(Cc1cncnc1)[C@H](C)CO2
  A: 18.2; B: -1.2; C: -3.4; D: 7.9
> C[C@@H]1CN([C@@H](C)CO)C(=O)Cc2cc(NC(=O)Nc3ccc(C(F)(F)F)cc3)ccc2O[C@H]1CN(C)C(=O)Nc1ccc(F)cc1
  A: -25.6; B: -2.5; C: 8.7; D: -20.8
> C[C@H](CO)N1C[C@H](C)[C@H](CN(C)Cc2ccc3c(c2)OCO3)OCCCC[C@H](C)Oc2ccc(NS(=O)(=O)c3cccs3)cc2C1=O
  A: -37.6&30.7; B: -0.8; C: 3.8&-3.5; D: 44.1&30.7

The listing continues.
compound	Pf Dd2 inh	KDM4C inh	C diff growth	Tcruzi prolif
C[C@H](CO)N1C[C@H](C)[C@H](CN(C)C(=O)NC2CCCCC2)Oc2ccc(NS(=O)(=O)c3cccs3)cc2C1=O	26.8	-0.8	5.1	33.2
CCCC(=O)N1CC2(CN(C(=O)NC(C)C)C2)c2c(n(C)c3cc(OC)ccc23)[C@@H]1CO	-69.3	-0.7	-8.3	.
COc1ccc(-c2ccc3c(c2)O[C@H](CN(C)Cc2cccnc2)[C@H](C)CN([C@@H](C)CO)S3(=O)=O)cc1	-27.6	0.0	-7.3	.
C[C@@H]1CN([C@H](C)CO)C(=O)Cc2cc(NC(=O)Nc3cccc4ccccc34)ccc2O[C@@H]1CN(C)C	11.8	0.7	-2.3	.
C[C@H]1CN([C@@H](C)CO)C(=O)c2cccc(NC(=O)C3CCOCC3)c2O[C@H]1CN(C)Cc1ccncc1	13.0	-1.7	-0.5	50.6
CN(C)C(=O)c1cccc(-c2ccc3c(c2)[C@@H]2[C@@H](CCN2C(=O)c2ccc(F)cc2)[C@H](CO)N3C)c1	-28.6	1.9	9.4	18.8
C[C@@H]1CCCCO[C@@H](CN(C)C(=O)Nc2ccccc2)[C@@H](C)CN([C@H](C)CO)C(=O)c2cc(NS(C)(=O)=O)ccc2O1	21.2	0.3	2.3	-2.0
CCCN1C[C@@H](C)[C@@H](OC)CN(C)C(=O)c2cc(NC(=O)c3ccc(F)cc3)ccc2OC[C@@H]1C	-11.5	0.6	.	-5.1
CCS(=O)(=O)N1CCCCN2[C@H](CO)[C@@H](c3ccc(C#CC(C)(C)O)cc3)[C@@H]2C1	35.1	-0.2	-2.1	80.5
O=C(NCC(F)(F)F)[C@H]1[C@H](CO)[C@H]2Cn3c(cccc3=O)[C@@H]1N2C(=O)C1CC1	-2.7	-1.8	-2.5	53.9

Pulled by structure from the list above:
compound	Pf Dd2 inh	KDM4C inh	C diff growth	Tcruzi prolif
C[C@H]1CN([C@@H](C)CO)C(=O)c2cccc(NC(=O)C3CCOCC3)c2O[C@H]1CN(C)Cc1ccncc1	13.0	-1.7	-0.5	50.6
C[C@@H]1CCCCO[C@@H](CN(C)C(=O)Nc2ccc3c(c2)OCO3)[C@H](C)CN([C@H](C)CO)C(=O)c2cc(NC(=O)Nc3cccc4ccccc34)ccc2O1	-11.7	-0.9	-5.6	.
CN(C)C(=O)c1cccc(-c2ccc3c(c2)[C@@H]2[C@@H](CCN2C(=O)c2ccc(F)cc2)[C@H](CO)N3C)c1	-28.6	1.9	9.4	18.8

(next part)
compound	Pf Dd2 inh	KDM4C inh	C diff growth	Tcruzi prolif
CCS(=O)(=O)N1CC2(C1)[C@H](c1ccccc1)[C@@H](CO)N2CC1CCCC1	-46.9	2.3	8.6	.
C[C@@H]1CN([C@@H](C)CO)C(=O)c2cc(NS(C)(=O)=O)ccc2O[C@@H](C)CCCCO[C@@H]1CN(C)C(=O)Nc1ccccc1	-7.8	0.7	-0.6	4.4
Cc1noc(C)c1NC(=O)N(C)C[C@H]1Oc2ccc(NC(=O)CCN3CCOCC3)cc2C(=O)N([C@@H](C)CO)C[C@H]1C	13.2	0.3	-1.5	-11.0
N#Cc1cccc(-c2ccc([C@H]3[C@H]4CN(C(=O)Nc5ccccc5)CCCCN4[C@H]3CO)cc2)c1	12.7	-0.6	8.6	57.2
CN1CCN(C(=O)c2cc3c(c(-c4cccc(C#CCC5CCCC5)c4)n2)[C@@H](CCO)N(S(=O)C(C)(C)C)C3)CC1 (some centres undefined)	-70.3	.	.	72.9
C[C@@H]1CCCCO[C@@H](CN(C)C(=O)Nc2ccc(C(F)(F)F)cc2)[C@@H](C)CN([C@H](C)CO)C(=O)c2cc(NS(=O)(=O)c3ccccc3)ccc2O1	-18.4	0.2	5.6	53.3
CO[C@H]1CN(C)C(=O)c2cc(NC(=O)NC3CCCCC3)ccc2OC[C@H](C)N(C(C)=O)C[C@@H]1C	0.9	-0.9	-4.4	-39.3
COc1ccc(CN(C)C[C@H]2OCCCC[C@@H](C)Oc3ccc(NS(=O)(=O)c4ccccc4)cc3C(=O)N([C@H](C)CO)C[C@@H]2C)cc1	8.5	-0.4	5.0	-80.0
CN(C)C(=O)[C@@H]1[C@@H](CO)[C@@H]2Cn3c(ccc(C4=CCCC4)c3=O)[C@@H]2N1Cc1ccccn1	-1.8	2.9	5.3	33.1
CC(C)c1cn(CC[C@H]2CC[C@H](NS(=O)(=O)c3ccc(Cl)cc3)[C@@H](CO)O2)nn1	-4.0	-0.8	1.5	1.8

Going on with the list:
compound	Pf Dd2 inh	KDM4C inh	C diff growth	Tcruzi prolif
CCNC(=O)C[C@@H]1CC[C@@H]2[C@@H](COc3ccc(NC(=O)c4ccc(F)c(F)c4)cc3C(=O)N2C)O1	2.7	0.5	0.3	3.5
C[C@H](CO)N1C[C@H](C)[C@H](CN(C)Cc2cccnc2)Oc2cc(/C=C/c3ccccc3)ccc2S1(=O)=O	-57.5	-0.7	12.5	106.7*
CN1C(=O)c2cc(NC(=O)Nc3ccccc3F)ccc2OC[C@H]2O[C@@H](CC(=O)Nc3cccc(Cl)c3)CC[C@@H]21	-24.5	0.0	15.1	61.8
CC(C)NC(=O)N(C)C[C@H]1Oc2ccc(NC(=O)NC3CCCCC3)cc2CC(=O)N([C@H](C)CO)C[C@@H]1C	-5.2	-1.2	3.1	-43.4
O=C(C[C@H]1CC[C@@H](NC(=O)C2CC2)[C@H](CO)O1)NCC1CC1	.	-0.3	0.6	.
O=S(=O)(c1ccc(F)cc1)N1CCCCN2[C@H](CO)[C@@H](c3ccc(-c4ccccc4)cc3)[C@H]2C1	-29.3	-0.9	36.7	92.8
O=C(C[C@@H]1CC[C@H](NC(=O)Nc2ccccc2F)[C@@H](CO)O1)NCc1ccc(Cl)cc1	-0.2	-2.7	2.2	22.3
C[C@@H]1CN([C@@H](C)CO)C(=O)Cc2cc(NC(=O)Cn3cnnn3)ccc2O[C@@H]1CN(C)C(=O)Nc1cccc2ccccc12	9.6	0.2	-9.8	-3.5
COc1ccc2c3c(n(C)c2c1)[C@H](CO)N(C(=O)Nc1ccccc1F)CC31CCN(C)CC1	-67.6	-1.1	-3.4	.
O=C(NCC[C@@H]1CC[C@@H](NC(=O)C2CCC2)[C@@H](CO)O1)c1cc(Cl)cc(Cl)c1	-31.5	-3.1	6.7	.
C[C@H](CO)N1C[C@H](C)[C@@H](CN(C)C(=O)CN(C)C)Oc2cc(C3=CCCC3)ccc2S1(=O)=O	-18.2	-0.4	-0.4	35.4

Three structures from above, sorted by length of the SMILES, high to low:
compound	Pf Dd2 inh	KDM4C inh	C diff growth	Tcruzi prolif
C[C@@H]1CN([C@@H](C)CO)C(=O)Cc2cc(NC(=O)Cn3cnnn3)ccc2O[C@@H]1CN(C)C(=O)Nc1cccc2ccccc12	9.6	0.2	-9.8	-3.5
C[C@H](CO)N1C[C@H](C)[C@H](CN(C)Cc2cccnc2)Oc2cc(/C=C/c3ccccc3)ccc2S1(=O)=O	-57.5	-0.7	12.5	106.7*
C[C@H](CO)N1C[C@H](C)[C@@H](CN(C)C(=O)CN(C)C)Oc2cc(C3=CCCC3)ccc2S1(=O)=O	-18.2	-0.4	-0.4	35.4
